Compound activity (PubChem BioAssay)
FLuc counter: firefly luciferase modulation, counter-screen for miR-21 project. purified FLuc, Km substrates, luminescence inhibition. Potency, µM (top dose mostly 57.5 µM), without a hit: at the highest dose activity change, negative = inhibition, most hits filed as inhibitors. actives 6.9% (n = 360,000). AID 588342;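 also: potency is read from the fitted curve at half-maximal effect; plate controls were vehicle for no effect and reference inhibitor for full effect; nearly all actives have a fitted effect of over 55% in size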
Target sequence (P08659 whole entry, looked up): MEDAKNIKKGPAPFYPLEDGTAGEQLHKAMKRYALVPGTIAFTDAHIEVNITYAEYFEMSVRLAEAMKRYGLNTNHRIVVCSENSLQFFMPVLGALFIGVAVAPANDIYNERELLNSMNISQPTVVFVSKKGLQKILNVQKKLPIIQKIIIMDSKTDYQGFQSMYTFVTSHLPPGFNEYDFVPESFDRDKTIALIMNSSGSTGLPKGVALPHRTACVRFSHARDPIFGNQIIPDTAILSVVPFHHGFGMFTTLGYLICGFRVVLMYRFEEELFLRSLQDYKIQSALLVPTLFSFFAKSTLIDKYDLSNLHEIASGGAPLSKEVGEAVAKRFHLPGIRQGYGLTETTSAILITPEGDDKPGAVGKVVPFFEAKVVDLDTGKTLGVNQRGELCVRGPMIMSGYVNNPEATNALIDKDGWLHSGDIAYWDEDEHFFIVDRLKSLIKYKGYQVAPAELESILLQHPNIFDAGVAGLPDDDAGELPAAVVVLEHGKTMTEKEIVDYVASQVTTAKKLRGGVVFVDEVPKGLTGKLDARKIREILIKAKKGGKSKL
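Biochemical qHTS of compounds, final roughly 60 µM downward over six points, against 10 nM purified firefly luciferase using Km concentrations of substrates (10 uM D-luciferin, 10 uM ATP) in Tris acetate pH 7.5 buffer; luminescence output.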
BRCA1 expr up: activators of BRCA1 expression; MCF7-BRCA1-FFLuc reporter, luminescence, 48 h; response scale: scaled: vehicle 0%, 10 µM genistein 100%; Potency, µM (highest dose often 46.1 µM), for the others: at the highest dose activation, most hits filed as activators; actives 1.1% (n = 380,000); AID 624202; also: potency is read from the fitted curve at half-maximal effect; nearly all actives have a fitted effect of over 80% in size; some results filed as inactive show a strong effect at the top dose
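Luminescence from a BRCA1-driven firefly luciferase in MCF7 cells was read after 48 h compound exposure at 37 C. Data normalized against DMSO and a 10microM genistein activation control, then curve-fitted across the titration.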
Rab9 promoter act: activates the Rab9 promoter; AID 485297; Potency, µM (highest dose often 9.22 µM), without a hit: at the highest dose activation, negative = inhibition, usual class: activators; Huh7 Rab9 promoter-luciferase reporter, luminescence, 24 h; actives 2.8% (n = 320,000); also: potency is read from the fitted curve at half-maximal effect; % of control where 0% means no effect; nearly all actives have a fitted effect of over 60% in size
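Using Huh7 cells stably transfected with Rab9 promoter–luciferase, compounds were incubated 24 h at 37 °C, 5% CO2; luciferase luminescence was read 10 min after reagent addition.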
RORgamma inh: inhibitors of mouse ROR gamma transcriptional activity; AID 2551; Potency, µM (highest dose often 53.6 µM), for inactives: at the top dose activity change, negative = inhibition, most hits filed as inhibitors; Drosophila S2 Gal4-RORgamma UAS-luciferase reporter, 20 h; actives 5.4% (n = 310,000); also: potency is read from the fitted curve at half-maximal effect; % is scaled to controls: 0 for no effect and ±100 for the full control effect; nearly all actives have a fitted effect of over 60% in size
Target sequence (P51450 whole entry, looked up, the tested form may be a part): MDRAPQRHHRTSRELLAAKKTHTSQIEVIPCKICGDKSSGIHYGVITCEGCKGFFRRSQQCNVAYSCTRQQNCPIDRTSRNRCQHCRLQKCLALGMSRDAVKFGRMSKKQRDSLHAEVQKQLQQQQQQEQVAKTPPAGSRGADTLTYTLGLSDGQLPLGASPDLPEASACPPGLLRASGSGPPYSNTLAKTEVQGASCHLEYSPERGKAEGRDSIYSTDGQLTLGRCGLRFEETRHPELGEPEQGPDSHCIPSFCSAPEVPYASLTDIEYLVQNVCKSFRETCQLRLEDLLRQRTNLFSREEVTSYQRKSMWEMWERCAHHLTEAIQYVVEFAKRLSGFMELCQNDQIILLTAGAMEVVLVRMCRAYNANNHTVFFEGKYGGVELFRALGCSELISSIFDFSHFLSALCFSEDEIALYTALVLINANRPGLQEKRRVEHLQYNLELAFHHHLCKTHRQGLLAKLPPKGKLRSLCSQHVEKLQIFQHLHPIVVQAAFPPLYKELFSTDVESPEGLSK
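Luminescence from a UAS-regulated Photinus luciferase reporter in stably transfected Drosophila Schneider cells is measured; decreased signal marks ROR gamma inhibition. Fusion expression is induced by 700 uM copper sulfate for 20 hr.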
ELG1 repair inh: ELG1-dependent DNA repair inhibition; HEK293T ELG1-luciferase reporter, luminescence, 16 h; DNA damage induced by 5-fluorouridine; Potency, µM (highest dose often 46.1 µM), for inactives: at the top dose activity change, negative = inhibition, usual class: inhibitors; actives 2.3% (n = 330,000); AID 504467; also: potency is read from the fitted curve at half-maximal effect; % is scaled to controls: 0 for no effect and ±100 for the full control effect; nearly all actives have a fitted effect of over 55% in size
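In this reporter screen, reduction of luminescence relative to DMSO vehicle indicated activity. Compounds and 5-fluorouridine were added together to 2,000 cells per well, incubated for 16 hr at 37 °C, then developed with ONE-Glo.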
ELG1 genotoxic: genotoxicity induction in ELG1-luciferase HEK293T cells; HEK293T ELG1-luciferase reporter, luminescence, 16 h; Potency, µM (doses to about 46 µM), for the others: at the highest dose activity change, positive = activation, hits mostly activators; actives 1.3% (n = 330,000); also: potency is read from the fitted curve at half-maximal effect; % of control where 0% means no effect; nearly all actives have a fitted effect of over 60% in size
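HEK293T cells expressing luciferase-tagged ELG1 were exposed to compound or DMSO vehicle for 16 hr at 37 °C and 5% CO2. Luciferase activity was then measured with ONE-Glo after 30 min at room temperature.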
p53 reactivator: re-activators of mutant p53; H1299 p53-A138V BP100-luciferase reporter, luminescence, 24 h; Potency, µM (series often up to 92.2 µM), inactives show at the top dose activity change, positive = activation, actives largely listed as activators; actives 0.063% (n = 320,000); also: potency is read from the fitted curve at half-maximal effect; % of control where 0% means no effect; nearly all actives have a fitted effect of over 45% in size
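H1299 (p53-null), stable ts p53-A138V + BP100-Luc; 1000 cells/well, Opti-MEM/10% FBS; cpd 4 pt, 1:5; 24 h, 37 deg C, 5% CO2; detection reagent 10 min RT; luminescence.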
Tb PFK inh: inhibitors of T. brucei phosphofructokinase; actives 0.17% (n = 330,000); T. brucei PFK, ADP-Glo luminescence; Potency, µM (series often up to 57.5 µM), for inactives: at the top dose activity, negative = inhibition, most hits filed as inhibitors;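 also: potency is read from the fitted curve at half-maximal effect; 0% = uninhibited 1x PFK enzyme wells and -100% = no-enzyme wells; nearly all actives have a fitted effect of over 60% in size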
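PFK 1.25 nM, F6P 0.5 mM, ATP 0.1 mM, 0.1 M TEA pH 8.0, 5 mM MgCl2, 0.01% Tween20, 0.1% BSA; 45 min RT. ADP-Glo readout. qHTS titration up to 57 uM; curves fitted, compounds curve-classed.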
TRPV1 agonist: agonists of human vanilloid receptor 1 (TRPV1); TRPV1-expressing cells, Fluo-8 calcium influx, agonist mode; actives 0.19% (n = 320,000); AID 540275; activation, % at 8.33 µM; Q8NER1; in the data active = activation above about 80%; inconclusive = between about 30% and that limit; also: 0% is about no effect
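Cells expressing TRPV1 were dye-loaded with Fluo-8 and read kinetically: 10 s baseline, 3 min after compound (agonist portion), then 2 min after EC20 capsaicin (allosteric enhancer portion). Calcium-bound dye fluorescence at 480/520 nm.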
NPC1 promoter act: activators of NPC1 promoter | Potency, µM (highest dose often 9.22 µM), inactives show top-dose activation, most hits filed as activators | actives 2.4% (n = 320,000) | Huh7 NPC1 promoter luciferase reporter, 24 h | AID 485313;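 also: potency is read from the fitted curve at half-maximal effect; % of control where 0% means no effect; nearly all actives have a fitted effect of over 60% in size; reporter is driven by a mutant NPC1 promoter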
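Huh7 reporter cells (NPC1 promoter driving luciferase) are dosed with compound for 24 h at 37 °C, 5% CO2; luciferase detection reagent is then added and luminescence measured after 10 min at ambient temperature.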
Gal4-VP16 FLuc: Gal4-VP16 reporter inhibition counter-screen. Drosophila S2 Gal4-VP16 UAS-luciferase, luminescence, 20 h. Potency, µM (series often up to 53.6 µM), for inactives: at the highest dose activity, negative = inhibition, hits mostly inhibitors. actives 3.5% (n = 310,000). AID 2546;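 also: Gal4-VP16 expression switched on by copper sulfate through the metallothionein promoter; potency is read from the fitted curve at half-maximal effect; % is scaled to controls: 0 for no effect and ±100 for the full control effect; nearly all actives have a fitted effect of over 50% in size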
The depositor's hits bear a star; ? = inconclusive; . = not tested or not shown; & = joins results of further samples; [ ] = dose if it differs, or a comment. Unless noted, calls follow the shape of the dose curve; as a rule, active = well fitted curve in the direction sought with a large enough effect; inconclusive = small, poorly fitted or top-dose-only effect, or another doubt; inactive = no such curve, though single readings can be large; an effect the other way counts as inactive or inconclusive.

SMILES	FLuc counter	BRCA1 expr up	Rab9 promoter act	RORgamma inh	ELG1 repair inh	ELG1 genotoxic	p53 reactivator	Tb PFK inh	TRPV1 agonist	NPC1 promoter act	Gal4-VP16 FLuc
O=C(c1cccc([N+](=O)[O-])c1)N1CCN(c2ccccn2)CC1	1%	-27%	-2%	23%	0%	1%	-13%	-9%	-4	-8%	3%
Cc1cc(N2CCOCC2)ccc1/C=C\[N+](=O)[O-]	24µM*	-79%[inhibitor]	12%	6.3µM*	?	-21%	-26%	10%	4	-7%	10µM*
Cc1cccc(C)c1NC(=O)N1CCC(n2cnc3ccccc32)CC1	1%	-17%	2%	-11%	0%	-4%	0%	-10%	-1	4%	-4%
CC(=O)Oc1ccc(N(C(C)=O)S(=O)(=O)c2cccs2)c2ccccc12	4%	-105%[inhibitor]	1%	20µM*	15µM*	-20%	-15%	-5%	1	-4%	?
Nc1nc(COc2ccc(F)cc2Cl)nc(N2CCCCC2)n1	-13%	-23%	-1%	33%	-19%	-1%	-1%	1%	22	-3%	-13%
CCOC(=O)Cc1csc(NC(=O)CN2CCN(c3ccccc3)CC2)n1	5%	-7%	3%	1%	-8%	-2%	.	3%	-3	-4%	-4%
COc1ccc(Cl)cc1NC(=O)CN(C)C(=O)c1cc(-c2ccncc2)nc2ccccc12	3%	-33%	1%	.	?	-3%	-4%	2%	8	-9%	.
COCCNC(C(=O)Nc1ccc([N+](=O)[O-])cc1Br)c1ccccc1 (centres undefined)	2%	-24%	0%	22%	-10%	-2%	-9%	-4%	0	-6%	14%
CC(C)=C1SC(N2CCN(c3cccc(C(F)(F)F)c3)CC2)=NC1=O	0%	-31%	-9%	30%	-1%	-5%	-2%	-5%	-5	-6%	-1%
CCOc1cc(/C=N/NC(=O)C(=O)Nc2cc(Cl)ccc2C)ccc1O	-1%	2%	-9%	-21%	12%	10%	-4%	-4%	1	0%	-23%
Cc1csc(CCc2nc(C)cs2)n1	2%	23%	-2%	33%	27%	4%	11%	-3%	-3	1%	0%
O=C(NCc1ccccn1)C1CCN(Cc2cnn(-c3ccccc3)c2-n2cccc2)CC1	7%	9%[1.84 µM]	5%	?	3%	0%	1%	3%	-3	7%	-1%
O=C(NCCc1ccccc1F)[C@@H]1CSC2c3ccccc3C(=O)N21 (some centres undefined)	2%	-10%	0%	23%	-4%	1%	?	0%	4	-4%	6%
CC(Sc1nnnn1C)C(=O)Nc1ncc(Cl)cc1Cl (centres undefined)	-1%	10%	-1%	.	22%	-2%	4%	4%	1	3%	.
CCCn1nc(NC(=O)CC(C)C)c2cc3cccc(C)c3nc21	0%	-22%	-2%	-34%	-13%	-5%	1%	1%	?	-6%	-18%
c1ccc(N2CCN(Cc3nc4ccccc4[nH]3)CC2)nc1	-1%	-15%	0%	-16%&-22%	0%	-1%	5%	1%	19	-1%	-10%&9%
COc1ccc(Cl)cc1NC(=O)CN(C)C(=O)Cn1cnc2c1c(=O)n(C)c(=O)n2C	1%	-3%	1%	.	15%	3%	0%	1%	-2	-1%	.
Cc1ccnc(SCC(=O)n2c3c(c4ccccc42)CC(C)CC3)n1 (centres undefined)	-7%	4%	-4%	4%	?	1%	1%	-4%	7	0%	5%
COc1ccc(CCNC(=O)CS(=O)(=O)c2cn(CC(=O)N3CCCC3)c3ccccc23)cc1OC	-2%	1%	-11%	8%	-8%	0%	1%	-12%	2	-3%	-1%
CC1(C)CC(=O)C(C=NCCN2CCN(C(=S)Nc3ccc(F)cc3)CC2)=C(O)C1	-2%	2%	-4%	1%	-2%	1%	3%	-2%	-2	1%	2%
CCOC(=O)C1CCN(S(=O)(=O)c2cccc3nonc23)CC1	-12%	0%	-6%	-27%	-1%	12%	-7%	-6%	2	0%	2%
CCOC(=O)c1[nH]c2ccc(OC)cc2c1NC(=S)N1CCN(c2ccc(F)cc2)CC1	4%	-12%	-5%	-13%	?	?	-18%	4%	-1	-4%	-9%
CCC(Sc1nc(N)cc(=O)[nH]1)C(=O)NC(C(=O)OC)c1ccccc1 (centres undefined)	-1%	3%	-7%	-4%[0.365 µM]	6%	-3%	10%	7%	0	0%	.
CCOc1ccc2c(c1)C(c1ccc(C)cc1)=NNC(c1ccc(C)cc1)=N2	24µM*	-8%	?	?	?	15%	?	-1%	?	15%	16µM*
CCCCn1nc(CC(=O)O)c2ccccc2c1=O	0%	11%	6%	-20%	6%	0%	?	-1%	2	-1%	0%
Cc1nn(C)c(C)c1C(=O)NN	-2%	-13%	-4%	-2%	-7%	0%	2%	1%	0	-6%	18%
CCOC(=O)c1c(NC(=O)c2cccc(N3C(=O)CCC3=O)c2)sc2c1CCN(CC)C2	0%	0%	7%	-38%	-2%	3%	-6%	0%	-2	13%	1%
COc1ccc(CN(Cc2ccccn2)S(=O)(=O)c2ccc(-n3cnnn3)c(OC)c2)cc1	3%	-6%	1%	-14%	?	-15%	0%	-7%	9	-5%	-5%
COc1ccc(OC)c(Nc2nc(-c3sc(NC(=O)c4ccccc4)nc3C)cs2)c1	-11%	.	-4%	-1%	-24%	-7%	-3%	-8%	7	-2%	-2%
Cc1cccc(NC(=O)CSc2nc(C)c(CC(=O)c3ccc(Br)cc3)c(C)c2C#N)c1C	-1%	-26%	-19%	2%	-2%	7%	-1%	0%	2	-12%	-1%
CC(C(=O)NC1(C#N)CCCCC1)N(C)CC(=O)Nc1ccc(Cl)c(Cl)c1 (centres undefined)	-5%	-26%	-8%	.	-20%	-3%	-11%	-8%	16	-3%	.
COCCCNC(=O)CSc1ccc(Cl)cc1	-3%	23%	-6%	-11%[0.365 µM]	7%	0%	16%	7%	-1	0%	.
Cc1ccc(N2CC(C(=O)N/N=C/c3sccc3C)CC2=O)cc1 (centres undefined)	4%	1%	-3%	?	0%	1%	-6%	-1%	4	-3%	?
OCCOCCOc1ccc(-c2nn[nH]n2)cc1	?	0%	-6%	-15%	6%	7%	14%	0%	-2	-4%	-5%
CCC(C(=O)NC1CCCC1)N(Cc1cccs1)C(=O)Cn1nnc(-c2ccc(OC)c(OC)c2)n1 (centres undefined)	-2%	64%	0%	-16%	18µM*	1%	-12%	0%	-3	-1%	-8%
Cc1c(C)[n+](=O)c(-c2ccc(Br)cc2)c(C)n1[O-]	-1%	19%	-2%	-8%	8%	1%	1%	-14%	-1	-17%	-5%
COC(=O)c1ccc(C23CC4(C2)[C@H](CN(CC2CCCCC2)[C@@H]4c2ccccc2)C3c2ccc(C(F)(F)F)cc2)cc1 (some centres undefined)	0%	-5%	-10%	-4%&3%	1%	-5%	3%	-2%	-2	-4%	7%&7%
CC[N+](CC)(CCO)CCCN1C(=O)C2CC=C(Cl)CC2C1=O (centres undefined)	-8%	-11%	2%	19%	4%	-4%	16%	-9%	-1	2%	?
COc1cccc(COc2cc3ccccc3nc2C)c1	19µM*	-36%	-28%	-27%	?	0%	7%	1%	?	-10%	5µM*
COc1ccc(S(=O)(=O)N2CCOC2CNC(=O)C(=O)NCCN2CCOCC2)cc1OC (centres undefined)	2%	-7%	3%	-25%	1%	7%	4%	3%	-2	-2%	-4%
O=C(NC1CCCC1)C1CCC(CNS(=O)(=O)c2ccc(F)cc2)CC1 (centres undefined)	-2%	0%	-2%	-22%	5%	7%	7%	1%	6	2%	0%
Cc1ccc(C(=O)Nc2cc3c(cc2Cl)OCCCO3)cc1	7.6µM*	?	2µM*	11%	?	?	21%	-4%	?	1.8µM*	-5%
O=c1cc(C(F)(F)F)[nH]c(=S)n1-c1ccccc1	-13%	-28%	-4%	-25%	20%	-4%	-4%	-4%	-3	2%	3%
Cc1ccc(C(C)C)c(OCC(=O)N2CCOCC2)c1	-1%	-19%	-3%	20%	1%	1%	-10%	0%	?	-1%	-1%
Cn1c(=O)n(C)c2cc(C(=O)Nc3ccc(Br)cc3)ccc21	15µM*	-59%	11%	-37%	?	?	4%	1%	0	2%	0%
